M1 PAM parental: nonselective calcium activators in parental CHO-K1 cells, primary screen, counter-screen for M1 PAM project, cell-based, Fluo-8 calcium fluorescence, full deck, 1536-well. AID 602247, 2012. ATP EC20; 0% at ATP EC20, 100% at ATP max. actives 0.02% (n = 360,000). activation, % at 3 µM;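 active = activation above the run cutoff, the mean activation of all test compounds plus 3 SD, cut at about 40% in these data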;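 note: peak over basal fluorescence ratio in a 140 s read after ATP addition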
M1 ag parental: counter-screen for M1 agonists: effect in parental CHO-K1 cells | Fluo-8 calcium fluorescence; scaled to maximal ATP response, vehicle zero | activation, % at 3 µM | actives 0.48% (n = 360,000); in the data active = activation above about 15%;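 note: untransfected CHO-K1 host cells lacking M1 receptor as counterscreen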
M1 ag: human M1 muscarinic receptor agonists, primary screen, Fluo-8 calcium fluorescence, CHO-K1 cells, HTS. Muscarinic acetylcholine receptor M1 (Homo sapiens), P11229. CHO-K1 hM1, agonist mode; 0% DMSO, 100% acetylcholine EC100. activation, % at 3 µM. actives 0.33% (n = 360,000). AID 588814, 2011;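 active = activation above the run's mean compound activation plus 3 SD, cut at about 16% in these data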;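 note: peak over basal fluorescence ratio within a 140 s kinetic read after compound addition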
Target sequence (P11229 whole entry, looked up): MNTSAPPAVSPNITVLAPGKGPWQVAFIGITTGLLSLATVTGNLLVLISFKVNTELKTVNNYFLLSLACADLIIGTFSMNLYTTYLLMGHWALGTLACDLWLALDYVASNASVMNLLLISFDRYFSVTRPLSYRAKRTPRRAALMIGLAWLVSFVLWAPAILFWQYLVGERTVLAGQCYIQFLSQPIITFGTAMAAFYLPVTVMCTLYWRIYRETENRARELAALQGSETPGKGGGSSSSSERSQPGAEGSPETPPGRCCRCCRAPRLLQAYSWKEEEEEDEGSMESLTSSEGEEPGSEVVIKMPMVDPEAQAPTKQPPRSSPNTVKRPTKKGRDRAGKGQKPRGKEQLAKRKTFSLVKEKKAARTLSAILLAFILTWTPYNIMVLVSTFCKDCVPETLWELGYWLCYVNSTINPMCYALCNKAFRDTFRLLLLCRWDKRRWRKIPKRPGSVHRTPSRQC
TAAR1 agonist: human TAAR1 agonists, primary screen, Fluo-8 calcium fluorescence, CHO RD-HGA16 cells | actives 0.99% (n = 360,000) | Trace amine-associated receptor 1 (Homo sapiens), Q96RJ0 | vehicle wells 0%, saturating PEA agonist 100% | activation, % at 3 µM | AID 624467, 2012;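 active = activation above the mean activation of all test compounds in the run plus 3 SD, cut at about 38% in these data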
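Assay system – CHO-derived RD-HGA16 cells with stable Gα16 and human TAAR1 · Compound dosing – one-point dosing at 3 µM (nominal) · Incubation – 17-24 h seeding, 75 min 37 °C dye, 30 min RT · Measured by – kinetic Fluo-8 calcium fluorescence · Control set – DMSO vehicle as 0%, PEA at EC100 as 100% · Repeats – single well for each compound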
CHO parental Ca: ATP-evoked calcium signal inhibitors, parental CHO, primary screen, counter-screen for OX1R antagonist project, cell-based, fluorescence, Fluo-8 calcium dye | parental CHO-K1, ATP-induced calcium, Fluo-8 fluorescence | AID 463079, 2010 | actives 0.63% (n = 330,000) | inhibition, % at 5.6 µM;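 active = inhibition above that plate's mean sample inhibition plus 3 SD, cut at about 26% in these data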;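 note: 0% = ATP-challenged DMSO wells and 100% = DMSO wells without ATP; some compounds past the cut are filed as inactive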
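Material: parental CHO cells / Compound: single nominal dose of 5.6 µM per compound / Signal: Fluo-8 fluorescence / Replicates: singlicate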
M1 antag: human M1 muscarinic receptor antagonists, primary screen, CHO-K1 cells, Fluo-8 calcium fluorescence, 1536-well; CHO-K1 hM1, ACh EC80 antagonist; inhibition, % at 3 µM; AID 588852, 2011; actives 1.3% (n = 360,000);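 active = percent inhibition above its own plate's cutoff, namely the mean of that plate's compound wells plus 3 SD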;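 note: peak over basal fluorescence ratio during 140 s after agonist addition; 0% = ACh EC80 plus DMSO and 100% = DMSO alone without agonist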
OXTR potentiate: human OXTR potentiators, primary screen, fluorescence, CHO-OTR cells, Fluo-8 calcium. actives 0.061% (n = 320,000). activation, % at 3 µM. AID 2445, 2010. Oxytocin receptor (Homo sapiens), P30559. Fluo-8 calcium fluorescence, potentiator mode; 0% = oxytocin EC15, 100% = EC100;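 active = activation above that plate's cutoff, the mean activation of tested compounds plus 3 SD, cut at about 6.6% in these data, passing the limit was not always enough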;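 note: 100% uses oxytocin at 75 nM as the full agonist control; some results filed as inactive read as strong as hits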
Target sequence (P30559 whole entry, looked up): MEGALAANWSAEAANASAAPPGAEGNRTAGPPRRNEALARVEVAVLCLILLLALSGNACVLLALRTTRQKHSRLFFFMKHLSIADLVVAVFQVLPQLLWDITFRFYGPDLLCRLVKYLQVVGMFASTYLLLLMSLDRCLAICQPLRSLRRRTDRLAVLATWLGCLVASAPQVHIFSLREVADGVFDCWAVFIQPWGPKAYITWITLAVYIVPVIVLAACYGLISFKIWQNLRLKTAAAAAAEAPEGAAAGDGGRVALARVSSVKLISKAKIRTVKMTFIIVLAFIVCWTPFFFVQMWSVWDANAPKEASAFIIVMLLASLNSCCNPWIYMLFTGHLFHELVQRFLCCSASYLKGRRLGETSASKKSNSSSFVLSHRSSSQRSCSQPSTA
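Assay system: CHO cell line stably expressing human OTR | Also added: Oxytocin at about EC15, sub-maximal agonist stimulus | Times: Compound 6 min at room temperature before oxytocin, 100 s read | Measured by: Fluo-8 intracellular calcium fluorescence, ex 470-495, em 515-575 nm | Controls: EC15 oxytocin alone as 0%, 75 nM oxytocin as 100%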
CHO-K1 Ca antag: counter-screen for M1 antagonists: effect in parental CHO-K1 cells | ATP-induced calcium, Fluo-8 fluorescence | inhibition, % at 3 µM | actives 0.6% (n = 360,000) | AID 602250;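 active = inhibition above a per-plate cutoff, the plate's mean sample inhibition plus 3 SD, cut at about 24% in these data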;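 note: 0% = DMSO plus EC80 ATP and 100% = DMSO alone without ATP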
TAAR1 antagonist: human TAAR1 antagonists, primary screen, Fluo-8 calcium fluorescence, CHO RD-HGA16 cells; Trace amine-associated receptor 1 (Homo sapiens), Q96RJ0; antagonist; inhibition, % at 3 µM; actives 1.5% (n = 360,000); AID 624466, 2012;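 active = inhibition above a per-plate cutoff, the mean inhibition of test compounds on that plate plus 3 SD, cut at about 49% in these data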;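 note: 0% = DMSO plus EC80 beta-PEA response and 100% = DMSO alone without agonist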
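Test system – hTAAR1-expressing CHO RD-HGA16 cells, Gα16-coupled · Also added – β-PEA at EC80 concentration, post-compound challenge · Compound – 3 µM, single point · Incubation – dye loading 75 min at 37 °C, then 30 min room temperature · Measured by – Fluo-8 intracellular calcium dye fluorescence, real-time kinetic reads · Benchmarks – vehicle and agonist controls · Replicates – singlicate, one well per test compound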
Starred values were filed as active, the others as inactive; . = not tested or not shown.

SMILES	M1 PAM parental	M1 ag parental	M1 ag	TAAR1 agonist	CHO parental Ca	M1 antag	OXTR potentiate	CHO-K1 Ca antag	TAAR1 antagonist
Nc1c(-c2ccsc2)cnc2ncnn12	11	0.2	-7	1	-1	10	4	-2	8
O=C(NCCc1ccc(F)cc1)Nc1ccc([N+](=O)[O-])cc1	-11	15	1	-1	.	28	.	18	22
CC(C)(O)C#Cc1ccc(C(=O)N2CCN(c3ccc([N+](=O)[O-])cc3)CC2)cc1	24	1.7	-5	1	7	5	-12	-7	-28
COc1ccc(CC(=O)N/N=C/c2cccnc2)cc1OC	15	0.6	3	1	-4	-9	-5	-7	-7
COc1ccc(CCNC(=O)C2CC(=O)N(c3ccc(F)cc3)C2)cc1OC (stereo not drawn)	-6	0.1	-4	17	-13	3	-3	9	10
C=CCNc1sc(C(=O)c2ccc(Br)s2)c(N)c1C#N	0	-0.2	1	11	-4	-8	-3	2	1
COc1ccc(/C=C(/C#N)C(=O)Nc2cc(C)ccc2C)cc1C(=O)O	6	0.4	1	6	3	-14	-17	1	-4
O=C(Nc1ccccc1Br)c1cc[n+]([O-])cc1	10	1.4	1	3	-4	-16	-6	-3	-1
COc1ccc(NC(=O)Nc2ccc3[nH]ccc3c2)cc1	18	0.8	-8	9	-27	0	-12	-16	-15
CC(C)(C)NC(=O)C(c1ccccn1)N(C(=O)C1CSC(=O)C1)c1cccc(F)c1 (stereo not drawn)	20	1.6	-4	2	-21	1	-7	-16	15
O=C(Cn1c(COc2ccccc2)nc2ccccc21)Nc1cc(Cl)ccc1Cl	3	0.4	-6	1	-11	-6	-5	-3	-8
Cc1cccc(NC(=O)c2oc3ccc(S(=O)(=O)N4CCOCC4)cc3c2C)c1C	8	5.7	0	18	-10	30	-7	3	58*
Cc1ccc(-c2c(C#N)c(N)nc3c2CCCCC3)cc1	-8	-0.1	-2	36	-14	-5	-8	-12	-20
Cc1ccc(C)c(-n2c(SCC(N)=O)nnc2-c2ccccn2)c1	10	0.5	-3	22	0	-2	-6	-14	-10
COc1ccc(/C(O)=C2/C(=O)C(=O)N(CCN(C)C)C2c2ccccc2)cc1Cl (stereo not drawn)	8	0.2	-2	4	-9	-6	-5	-14	-18
O=C(Cc1cccs1)Nc1ccc(-c2nnc(-c3ccco3)o2)cc1	-15	0.8	-2	8	-11	-1	-7	20	22
CC(=O)c1ccc(O)c(CSC2=NCCS2)c1	-18	1.2	-4	1	-6	11	-8	6	-7
CCOc1ccc(CCN2C(=O)C(=O)N([C@@H](Cc3ccc(O)cc3)CN3CCC[C@H]3CN3C(=O)C(=O)NC[C@@H]3Cc3ccc(O)cc3)C[C@@H]2Cc2ccc(O)cc2)cc1	9	0.8	.	1	.	.	.	-8	-2
COc1ccc(Cl)cc1NC(=O)CN1C(=O)NC(C)(Cc2ccc(OC)c(OC)c2)C1=O (stereo not drawn)	-3	1.2	-3	8	-14	1	-6	0	-11
COc1ccc(-c2csc(NC(=O)c3c(C)noc3C)n2)cc1F	-9	10	-3	5	.	-3	.	13	12
CCc1ccc(S(=O)(=O)NCCc2csc(C)n2)s1	20	1.4	-8	0	0	-3	-14	0	1
O=C(COC(=O)c1ccc(Br)c(S(=O)(=O)N2CCOCC2)c1)NCC1CCCO1 (stereo not drawn)	17	0.5	-4	-1	-6	-6	-15	-7	-9
C=CCNC(=O)c1ccc(N(C)S(=O)(=O)c2ccc(OC)cc2)cc1	-14	0.8	-1	1	-1	21	-2	5	11
CCSc1nnc(NC(=O)CN2C(=O)NC3(CCCC3)C2=O)s1	11	0.1	-5	-2	-19	-5	-5	-13	-12
Cc1cccc(-c2cc(C(=O)Nc3ccncc3)c3ccccc3n2)c1	16	4.4	-2	-1	.	7	.	-11	-15
O=C(CCCOc1ccc(Cl)cc1Cl)NCCc1ccccn1	2	1.1	-8	1	-19	-4	-6	-17	-14
COc1ccc(C(=O)NCC(c2ccco2)N2CCCCC2)cc1S(=O)(=O)Nc1ccc(C)cc1 (stereo not drawn)	14	0.7	-8	14	.	-2	.	-17	-7
COc1ccc(CNC(=O)c2cccc(-c3ccc(C)c4ccccc34)n2)cc1	3	0.1	-7	.	-31	0	-2	-9	.
Cn1cccc1CC(=O)N/N=C/c1ccc([N+](=O)[O-])cc1	26	1.3	-4	1	-20	5	-5	-17	-20
CCOc1ccc(NC(=O)C(C)O)c(NS(=O)(=O)c2ccc(CCNC(C)=O)cc2)c1 (stereo not drawn)	10	0.0	0	3	-11	-21	-3	-16	-25

Already shown: entries from further up.
SMILES	M1 PAM parental	M1 ag parental	M1 ag	TAAR1 agonist	CHO parental Ca	M1 antag	OXTR potentiate	CHO-K1 Ca antag	TAAR1 antagonist
O=C(Nc1ccccc1Br)c1cc[n+]([O-])cc1	10	1.4	1	3	-4	-16	-6	-3	-1
COc1ccc(NC(=O)Nc2ccc3[nH]ccc3c2)cc1	18	0.8	-8	9	-27	0	-12	-16	-15

(further entries)
SMILES	M1 PAM parental	M1 ag parental	M1 ag	TAAR1 agonist	CHO parental Ca	M1 antag	OXTR potentiate	CHO-K1 Ca antag	TAAR1 antagonist
COC(=O)c1ccccc1NC(=O)COC(=O)CSCC(=O)N1CCOCC1	6	1.7	-3	5	-8	3	-10	-6	14
C=C(C)C(O)COc1c2occc2c(OC)c2ccc(=O)oc12 (stereo not drawn)	13	0.2	-3	-1	-2	-8	-1	-1	-16
COc1ccc(-c2nn(-c3ccccc3C)cc2CNC(C)c2cn(C)nc2C)cc1F (stereo not drawn)	3	1.4	-6	3	-1	9	-10	-13	-14
COc1ccc(-c2csc(NC(=O)c3ccc(N4C(=O)CCC4=O)cc3)n2)cc1OC	2	7.2	-3	11	-13	21	-25	9	41
Cn1c(=O)n(C)c2cc(NC(=O)CSc3nc4ccccc4c(=O)[nH]3)ccc21	21	0.6	-11	4	-3	-10	-7	-22	-14
COc1ccc(C(CNC(=O)c2ccc(NS(=O)(=O)c3ccc(F)cc3)cc2)N2CCOCC2)cc1 (stereo not drawn)	-3	1.7	-4	4	-9	-4	-3	-1	-27
CCC(C(=O)NCCCN1CCN(C)CC1)n1nc(C)c2sc3ccccc3c2c1=O (stereo not drawn)	10	-0.5	-5	0	-23	-15	-6	-1	-16
Cc1ccc(NCc2n[nH]c(=S)n2-c2cccc(Cl)c2)cc1	14	1.6	-3	7	-7	1	-5	-2	-10
O=[N+]([O-])c1ccc(/C=N/Nc2cc(Cl)nc(-c3ccccc3)n2)cc1	4	0.6	-4	4	-14	2	-3	2	-6
CN(C)S(=O)(=O)c1cc([N+](=O)[O-])ccc1N1CCCCCC1	11	-0.1	-6	2	-10	-14	-12	-3	-20
CS(=O)(=O)Nc1ccc(S(=O)(=O)N2CCOCC2)cc1	18	0.8	-3	1	-3	-11	-7	-5	8
O=C(NNC(=O)c1ccco1)c1cccc([N+](=O)[O-])c1	9	0.5	-1	1	-9	4	-14	3	4
Cn1nc(C(=O)NCc2cccc(Cl)c2)c2c1-c1ccccc1S(=O)(=O)C2	18	4.6	1	7	-8	7	-8	-9	-1
COc1ccc(N=C2SC(CC(=O)Nc3ccccc3)C(=O)N2CCN2CCOCC2)cc1 (stereo not drawn)	7	0.6	-6	1	-23	-6	-13	-5	0
Fc1ccc(-c2nc3c(Cl)cc(C(F)(F)F)cn3c2Cl)cc1	-5	0.2	-3	3	-4	1	-1	3	5
CC(=O)c1cccc(-n2c(CCC(=O)O)ccc2-c2ccc(C)cc2)c1	-6	0.0	-5	.	-20	-3	6	1	.
COc1cc(NS(=O)(=O)c2ccc(NC(=O)c3ccco3)cc2)nc(OC)n1	-10	0.1	-3	10	3	4	-4	-15	0
Cc1ccc(NC(=O)CN(C)CC(=O)Nc2ccc(N3CCOCC3)cc2)cc1F	-10	0.5	-6	6	-10	-1	-6	-7	7
Cn1nnnc1SCc1nnc(-c2ccc(F)cc2)o1	2	0.5	-3	13	2	1	-2	-9	-16
Cc1ccc(C(C)C)c(OCc2ccc(C(=O)N/N=C/c3ccc(C(=O)O)cc3)cc2)c1	20	0.7	-2	-1	-2	5	-5	-8	-6
O=C(O)CCC(=O)NC(c1ccccc1)c1ccccc1	7	-0.4	-6	4	3	-2	-12	-6	6
O=C(CSc1nnc(-c2c[nH]c3ccccc23)o1)N1CCCCC1	22	5.4	-4	7	-20	-11	0	-35	6
C=CCn1c(O)c(N=NC(=O)CNC(=O)c2cccs2)c2ccccc21	8	4.9	-4	1	-11	20	-1	6	9
CCC(=O)NC(=S)Nc1ccc(NC(=O)CC)cc1	-11	0.1	-2	2	-2	2	1	9	-3
CCCCNC(=O)c1onc(CSc2cc(C)ccc2C)c1C(=O)O	18	0.7	-3	5	-4	-3	0	-10	-12
O[C@@H]1C[C@H](c2ccc(Cl)cc2)N(Cc2cccs2)C[C@H]1n1cc(C2CC2)nn1	3	-0.2	-3	0	.	-7	.	-2	-31
COc1ccc(C2CC(=O)C(C=NCCO)=C(O)C2)cc1 (stereo not drawn)	0	-0.3	-1	6	-10	-18	-17	1	-11
CC(C)N1C(=O)/C(=C\c2nc3ccccc3c(=O)n2-c2ccccc2)c2ccccc21	19	1.6	-4	5	-18	-2	0	-1	29
CCOC(=O)C1CCCN(C(=O)c2ccc(-c3ccc([N+](=O)[O-])cc3)o2)C1 (stereo not drawn)	-22	1.0	39*	49*	-13	19	-7	17	37
CCS(=O)(=O)c1ccc(C(=O)Nc2ccccc2OC)c(Cl)c1Cl	21	3.4	-4	7	-15	3	-8	-17	6
CCCN(CCO)Cc1ccc(Cl)c(Cl)c1	21	1.1	-6	17	-6	5	2	-11	-11

3 structures from above, ordered by length of the SMILES, largest number first.
SMILES	M1 PAM parental	M1 ag parental	M1 ag	TAAR1 agonist	CHO parental Ca	M1 antag	OXTR potentiate	CHO-K1 Ca antag	TAAR1 antagonist
CC(C)N1C(=O)/C(=C\c2nc3ccccc3c(=O)n2-c2ccccc2)c2ccccc21	19	1.6	-4	5	-18	-2	0	-1	29
C=CCn1c(O)c(N=NC(=O)CNC(=O)c2cccs2)c2ccccc21	8	4.9	-4	1	-11	20	-1	6	9
Fc1ccc(-c2nc3c(Cl)cc(C(F)(F)F)cn3c2Cl)cc1	-5	0.2	-3	3	-4	1	-1	3	5
